MITF primary = human MITF inhibition, primary screen. O75030. AlphaScreen MITF homodimerization, bead proximity signal. inhibition, % at 2.6 µM. hit rate 0.91% among 650,000. AID 1259374; in the data active = inhibition above about 50%;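 note: 0% = vehicle wells with protein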
FBW7 act = human FBW7 E3 ligase activation, primary screen. Q969H0. AlphaScreen FBW7–phospho-cyclin E peptide binding, activator screen. normalized activity (activation), % at 26.1 µM. hit rate 0.13% among 650,000; in the data active = normalized activity above about 1.9%;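 note: purified mutant Fbw7 with reduced substrate affinity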
Target sequence (Q969H0 whole entry, looked up): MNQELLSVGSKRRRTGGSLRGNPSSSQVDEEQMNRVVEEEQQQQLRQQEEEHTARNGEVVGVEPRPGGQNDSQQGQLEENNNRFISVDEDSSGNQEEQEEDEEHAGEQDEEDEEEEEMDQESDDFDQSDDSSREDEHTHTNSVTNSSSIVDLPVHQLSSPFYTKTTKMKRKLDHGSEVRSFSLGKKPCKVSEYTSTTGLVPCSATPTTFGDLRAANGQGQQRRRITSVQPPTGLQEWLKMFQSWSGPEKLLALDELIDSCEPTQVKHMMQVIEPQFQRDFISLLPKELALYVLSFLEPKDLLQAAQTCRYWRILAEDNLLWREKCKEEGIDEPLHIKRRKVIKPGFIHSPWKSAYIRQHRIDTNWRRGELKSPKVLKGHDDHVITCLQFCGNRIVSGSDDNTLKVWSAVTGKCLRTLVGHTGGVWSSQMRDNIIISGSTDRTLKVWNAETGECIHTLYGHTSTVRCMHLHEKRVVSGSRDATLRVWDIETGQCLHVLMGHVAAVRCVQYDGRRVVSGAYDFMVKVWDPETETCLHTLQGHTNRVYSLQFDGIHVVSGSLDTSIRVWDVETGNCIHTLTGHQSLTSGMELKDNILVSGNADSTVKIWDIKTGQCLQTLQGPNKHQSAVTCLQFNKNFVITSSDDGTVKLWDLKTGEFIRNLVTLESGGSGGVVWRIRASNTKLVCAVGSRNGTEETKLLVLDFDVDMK
GPR151 ag = activates the human receptor GPR151; hit rate 1% among 650,000; AID 1508602; Q8TDV0; activation, % at 11.2 µM; PathHunter beta-arrestin GPR151 cells, luminescence; in the data active = activation above about 4.9%;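 note: 0% = median of compound wells and 100% = cells with positive control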
TEAD-YAP block = TEAD-YAP interaction inhibition; HEK-TIYL cells, TEAD-Gal4/YAP UAS-luciferase luminescence; inhibition, % at 9.12 µM; hit rate 1.4% among 640,000; in the data active = inhibition above about 32%;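 note: 0% = median of test compound wells and 100% = reference inhibitor wells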
* hit, by the source's call. Rows were taken by chance (roughly 3.4% active in at least one column).

A first look (16 entries):
compound | MITF primary | FBW7 act | GPR151 ag | TEAD-YAP block
O=c1c(-c2cccs2)[n+]([O-])c2ccccc2n1OCc1ccccc1 | -2 | -0.1 | 1.7 | -7
COc1ccc(NC(=O)C2C3C=CC4(O3)C2C(=O)N(CCc2ccccc2)C4C(=O)NC2CCCC(C)C2C)cc1 (stereo unspecified) | -6 | -0.3 | 1.4 | 0
COc1ccc(-c2ccc(Cn3c(C)nc4ccc(N)cc4c3=O)cc2)cc1 | 3 | -0.1 | 0.0 | -16
COc1ccc(CNC(=O)c2cc3cc4cc(OC)ccc4nc3o2)cc1 | -10 | -0.4 | 0.4 | -22
CCC(C)NCCCOc1ccc(F)cc1 (stereo unspecified) | 27 | 0.0 | -0.2 | -7
Cc1ccc(-c2nnc(Nc3ccc4c(c3)OCO4)c3ccccc23)cc1S(=O)(=O)NC(C)(C)C | 4 | 0.0 | -0.3 | -2
COc1ccc(C2C=C(c3cccnc3)Nc3ncnn32)cc1 (stereo unspecified) | -1 | -0.5 | -0.1 | 1
CSc1ccc(/C=N/NC(=O)c2ccoc2C)cc1 | 11 | 0.1 | -7.1 | 1
Cc1cccc(-c2c3c(=O)n(C)c(=O)n(C)c3c3c(C)cc(C)nn23)c1 | 13 | 0.1 | 0.9 | 5
O=C(CN1C(=O)CCSc2ccccc21)N1CCc2ccccc2C1 | 1 | -0.2 | 4.5 | 5
COc1ccc(NC(=O)c2cccc(N3C(=O)c4ccc(C(=O)O)cc4C3=O)c2)c(OC)c1 | 13 | 0.3 | -0.4 | -10
CCOC(=O)N1CCN(C2CC(=O)N(c3ccccc3)C2=O)CC1 (stereo unspecified) | 1 | 0.1 | -0.8 | -5
O=C(NC1CCCCC1)c1cccc(S(=O)(=O)N2CCCCC2)c1 | 3 | -0.1 | 1.3 | 4
O=C(COc1cc(Cl)ccc1O)OCCO | 4 | 0.0 | 0.8 | 5
CC(C)CC(=O)NC(c1ccc2c(c1)OCO2)c1ccc2cccnc2c1O (stereo unspecified) | 22 | -0.7 | -0.9 | 84*
O=c1nc(SCc2ccc(Cl)c(Cl)c2)c2c(n1CC1CCCO1)CCC2 (stereo unspecified) | -13 | 0.0 | 0.9 | 17

The listing, from the first entry:
compound | MITF primary | FBW7 act | GPR151 ag | TEAD-YAP block
O=c1c(-c2cccs2)[n+]([O-])c2ccccc2n1OCc1ccccc1 | -2 | -0.1 | 1.7 | -7
COc1ccc(NC(=O)C2C3C=CC4(O3)C2C(=O)N(CCc2ccccc2)C4C(=O)NC2CCCC(C)C2C)cc1 (stereo unspecified) | -6 | -0.3 | 1.4 | 0
COc1ccc(-c2ccc(Cn3c(C)nc4ccc(N)cc4c3=O)cc2)cc1 | 3 | -0.1 | 0.0 | -16
COc1ccc(CNC(=O)c2cc3cc4cc(OC)ccc4nc3o2)cc1 | -10 | -0.4 | 0.4 | -22
CCC(C)NCCCOc1ccc(F)cc1 (stereo unspecified) | 27 | 0.0 | -0.2 | -7
Cc1ccc(-c2nnc(Nc3ccc4c(c3)OCO4)c3ccccc23)cc1S(=O)(=O)NC(C)(C)C | 4 | 0.0 | -0.3 | -2
COc1ccc(C2C=C(c3cccnc3)Nc3ncnn32)cc1 (stereo unspecified) | -1 | -0.5 | -0.1 | 1
CSc1ccc(/C=N/NC(=O)c2ccoc2C)cc1 | 11 | 0.1 | -7.1 | 1
Cc1cccc(-c2c3c(=O)n(C)c(=O)n(C)c3c3c(C)cc(C)nn23)c1 | 13 | 0.1 | 0.9 | 5
O=C(CN1C(=O)CCSc2ccccc21)N1CCc2ccccc2C1 | 1 | -0.2 | 4.5 | 5
COc1ccc(NC(=O)c2cccc(N3C(=O)c4ccc(C(=O)O)cc4C3=O)c2)c(OC)c1 | 13 | 0.3 | -0.4 | -10
CCOC(=O)N1CCN(C2CC(=O)N(c3ccccc3)C2=O)CC1 (stereo unspecified) | 1 | 0.1 | -0.8 | -5
O=C(NC1CCCCC1)c1cccc(S(=O)(=O)N2CCCCC2)c1 | 3 | -0.1 | 1.3 | 4
O=C(COc1cc(Cl)ccc1O)OCCO | 4 | 0.0 | 0.8 | 5
CC(C)CC(=O)NC(c1ccc2c(c1)OCO2)c1ccc2cccnc2c1O (stereo unspecified) | 22 | -0.7 | -0.9 | 84*
O=c1nc(SCc2ccc(Cl)c(Cl)c2)c2c(n1CC1CCCO1)CCC2 (stereo unspecified) | -13 | 0.0 | 0.9 | 17
Cc1ccc(N(C(=O)Cc2cccs2)C(C(=O)NCC2CCCO2)c2ccncc2)cc1 (stereo unspecified) | 0 | -0.1 | -0.1 | 1
Cc1cccc(Cc2nnc(CCC(=O)N3CCN(C(C)C)CC3)o2)c1 | 16 | 0.7 | -0.2 | 0
O=C(Cn1nc(C(=O)N2CCOCC2)cc1C1CC1)NCCCN1CCCC1=O | 11 | 0.0 | 0.2 | 5
COc1ccc(Br)cc1C1=N/C(=C\c2cccc(Cl)c2Cl)C(=O)O1 | 7 | 0.0 | 0.7 | -4
COc1ccc(C2(C(=O)NCc3nc(-c4cccnc4)n[nH]3)CCCC2)cc1 | -3 | 0.4 | -0.8 | 0
NNC(=O)/C(=C\c1cn(-c2ccccc2)nc1-c1cccnc1)NC(=O)c1ccccc1 | -12 | -0.3 | 0.7 | 2
Cc1[nH]nc2nc(SCC(=O)N3CCCC3)n(-c3ccc(Br)cc3)c(=N)c12 | -7 | -0.1 | 0.4 | 17
COc1ccccc1Nc1nc(Cl)cc(N)c1[N+](=O)[O-] | 15 | -0.1 | 2.8 | -2
CC(=O)N1CCC(C(=O)NC(c2ccccc2)c2ccco2)CC1 (stereo unspecified) | 13 | 0.4 | 1.3 | 6
O=C(Cc1cccs1)N1CCN(c2nc(-c3ccc(Cl)cc3)cs2)CC1 | 12 | -0.1 | 0.4 | 8
CSc1ccc(CN2CCN(S(=O)(=O)c3ccc([N+](=O)[O-])cc3)CC2)cc1 | 53* | -0.2 | -2.7 | -3
COc1cc(OC)c(/C=C2/C(=O)N(C)C(=S)N2C)cc1Br | 7 | 0.4 | 0.6 | 2
CC1=C(C#N)C(NC(=O)c2ccc(F)cc2)(C(F)(F)F)C(=O)N1 (stereo unspecified) | 15 | 0.3 | 0.5 | -5
O=C(Nc1ccccc1N1CCOCC1)c1ccccc1-c1ccccc1 | -5 | 0.1 | 1.1 | -11
COC(=O)[C@@H](NC(=O)CCc1nnc(Cc2cccc(C)c2)o1)c1ccccc1 | 3 | -0.1 | 0.0 | -22
Cc1ccc(NC(=O)C(CC(C)C)NC(=O)C2CCC(C)CC2)nc1 (stereo unspecified) | -1 | 0.3 | -0.3 | -8
CC(C)NC(=O)CNC(=O)CNC(=O)c1ccccc1 | -4 | -0.1 | 0.9 | 6
COc1ccccc1C(=O)Nc1nc2ncccc2cc1-c1ccccc1 | -19 | -0.3 | -1.2 | 8
Cc1ccc(C(=O)CSC#N)o1 | 10 | -0.4 | -0.9 | -14
CCOC(=O)C1CCN(C(=O)c2cnn3c(C(F)(F)F)cc(-c4ccccc4)nc23)CC1 | 8 | 0.1 | 0.3 | 3
NC(=O)c1cc(C(N)=O)c(C(N)=O)nc1C(N)=O | 0 | 0.1 | 0.0 | 7
CCN(CCCNC(=O)CNC(=O)c1nn(-c2ccc(OC)cc2OC)c(=O)c2ccccc12)c1ccccc1 | -2 | 0.4 | -1.6 | -8
CN(C(=O)Cc1ccc(Br)cc1)c1ccccc1 | 6 | 0.0 | -0.8 | 19
Nc1nc(Cl)nc2c1ncn2CCN1CCCC1=O | 8 | -0.1 | 3.1 | 6
COC(C(=O)N/N=C/c1ccc(Cl)cc1)c1ccccc1 (stereo unspecified) | -8 | 0.0 | -0.3 | -4
COc1ccc2cc(-c3csc(N)n3)ccc2c1 | 10 | -0.1 | -5.3 | 32*
O=C(c1n[nH]c2ccccc12)N1CCN(c2ccccc2)CC1 | 8 | -0.1 | 0.4 | -14
O=c1c(Cl)c(Nc2ccc3c(c2)OCO3)cnn1C12CC3CC(CC(C3)C1)C2 | 5 | 0.6 | 0.2 | -1
Oc1ccc(Br)cc1CN1CCN(Cc2ccncc2)CC1 | 54* | -0.4 | 0.1 | 18
CCCC(=O)Oc1ccc2c(-c3ccccc3)cc(=O)oc2c1 | -1 | 0.0 | 1.0 | 2
COC(CNc1cc(-c2ccccc2F)nc(C)n1)OC | -2 | -0.1 | -1.5 | -20
CCc1ccc2[nH]c(=O)c(CN(Cc3ccccc3)Cc3nnnn3CCOC)cc2c1 | 6 | 1.4 | 0.1 | 6
O=S(=O)(Nc1ccc(O)c(-c2c(O)ccc3ccccc23)c1)c1ccc(F)cc1 | -9 | 0.0 | 2.8 | 7
CC(NC(=O)Cc1cccs1)c1ccccc1 (stereo unspecified) | 3 | 0.9 | 0.9 | 2
CCOC(=O)N1CCC(NC(=O)CCc2c(C)nc3ncnn3c2C)CC1 | 8 | 0.1 | 2.4 | -2
Cc1cc(C)c2oc(-c3ccc(C)c(NC(=O)c4cccc(F)c4)c3)nc2c1 | -18 | -0.1 | -0.9 | 3
O=C(Nc1ccc(N2CCOCC2)cc1)c1cnc(Nc2ccc(-n3ccnc3)cc2)s1 | 12 | -0.1 | 0.7 | -1
O=C(CCC(=O)OCC(F)(F)C(F)F)NC1CC1 | 8 | -0.1 | 4.6 | 2
CC(C)CC(NC(=O)c1ccccc1NC(=O)c1ccccc1)C(=O)O (stereo unspecified) | 12 | -0.1 | 2.8 | 5
COc1ccc(N2C(=O)CC(n3c(CCCCO)nc4ccccc43)C2=O)cc1 (stereo unspecified) | 5 | 0.0 | 3.6 | -3
O=C(Nc1ccc2c(c1)OCO2)c1cc(-c2ccccc2O)on1 | -1 | 0.0 | -0.4 | -78
O=C1CSC(c2ccc(F)cc2)N1c1c(F)cccc1F (stereo unspecified) | -2 | 0.0 | -1.3 | -5
CCC1(C(=O)O)NC(c2cc(OC)ccc2O)C2C(=O)N(Cc3ccccc3)C(=O)C21 (stereo unspecified) | 3 | 0.0 | -0.3 | -2
COc1ccc(-n2c(SCC(=O)N3C(C)CCCC3C)nnc2-c2ccncc2)cc1 (stereo unspecified) | -7 | 0.4 | -1.5 | 2

(cont.)
compound | MITF primary | FBW7 act | GPR151 ag | TEAD-YAP block
N#Cc1c(NC(=O)c2ccc(Cl)c([N+](=O)[O-])c2)sc2c1CCC2 | 12 | 0.0 | -0.8 | -5
COc1ccc(CNC(=O)C(=O)c2c(C)n(C)c3ccccc23)cc1 | -11 | 0.0 | 1.7 | 18
CCOC1=NC2Nc3ccccc3N(C)C2C1c1ccc([N+](=O)[O-])cc1 (stereo unspecified) | 14 | -0.1 | -0.4 | -3
O=C(NCc1ccc(F)cc1)c1cccnc1 | -2 | 0.3 | -0.9 | 7
C/C=C/C(=O)NNC(=O)c1ccccc1 | 16 | 0.8 | 0.3 | 6
O=C1CN(C(=O)Cc2c(Cl)cccc2Cl)CCN1 | 8 | -0.1 | -0.2 | -3
O=C(c1ccc(-c2ccccc2)s1)N1CCOCC1 | 4 | -0.1 | -2.2 | -88
O=C(O)c1ccccc1SCc1nc2ccccn2c1Br | 7 | 0.0 | -0.2 | 0
COC(=O)C1CCN(c2cc(=O)n(-c3ccccc3Cl)c(=O)[nH]2)CC1 | 16 | 0.0 | 0.9 | 6
CC1(C)CC(=O)C(C=Nc2cccc(Cl)c2)=C(O)C1 | 14 | 0.4 | 0.3 | 2
CCOC(=O)C1=C(C)N=c2s/c(=C/c3cc(C)n(-c4ccc(Br)cc4)c3C)c(=O)n2C1c1ccc(OC)cc1 (stereo unspecified) | 9 | 0.6 | 0.2 | 6
Cc1cccc(COn2c(=O)c[n+]([O-])c3ccccc32)c1 | -6 | -0.1 | 1.1 | 1
Nc1nn(S(=O)(=O)c2ccc([N+](=O)[O-])cc2)cc1-c1ccc(Br)cc1 | 5 | 0.1 | -1.1 | -17
CCOC(=O)c1nn(-c2ccc(F)cc2)c(=O)c2c(NC(=O)CC(C)C)scc12 | 6 | -0.1 | -0.4 | 8
Oc1c(Cl)cc(Cl)cc1CNc1nccs1 | 13 | 0.3 | -0.5 | -2
COc1ccc(S(=O)(=O)N2CCN(C(=O)c3cc(OC)c(OC)c(OC)c3)CC2)cc1 | 4 | 0.0 | 0.4 | 4
CCNC(=S)NNC(=O)CCNS(=O)(=O)c1ccc(C)c(C)c1 | -7 | 0.0 | 0.1 | -2
O=C(Nc1ccc(Cl)c(Cl)c1)c1nn2c(C(F)(F)F)cc(-c3cccs3)nc2c1Cl | 0 | -0.1 | -0.6 | -2
COC(=O)c1ccccc1NC(=O)C12CCC(C)(C(=O)C1)C2(C)C (stereo unspecified) | -4 | -0.1 | 0.2 | -6
c1ccc(-n2ncc3c(N4CCCC4)ncnc32)cc1 | 10 | 0.1 | -2.6 | 38*

Compound activity as filed in PubChem BioAssay.
